# HTR2A ag: mouse HTR2A agonism via beta-arrestin recruitment; AID 624169; CHO-K1 mHTR2A beta-arrestin complementation, luminescence; percent of 30 µM serotonin response; activation, % at 7.6 µM; 360,000 compounds, 0.66% hits; P35363;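 active = activation above a run cutoff, the mean activation of all tested compounds plus 3 SD, cut at about 14% in these data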;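 note: 0% = plate median of compound wells and 100% = 30 µM serotonin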
# TLR9-MyD88 block: blocks human TLR9 binding to MyD88 | Q9NR96+Q99836 | CHO BLA complementation TLR9-MyD88, CCF4 FRET ratio | inhibition, % at 4.98 µM | 340,000 compounds, 0.21% hits | AID 504734;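 active = inhibition above the mean over all tested compounds plus 3 SD, cut at about 21% in these data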;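 note: 0% = DMSO only wells and 100% = clavulanate BLA inhibitor control wells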
# Target sequence (Q99836 whole entry, looked up): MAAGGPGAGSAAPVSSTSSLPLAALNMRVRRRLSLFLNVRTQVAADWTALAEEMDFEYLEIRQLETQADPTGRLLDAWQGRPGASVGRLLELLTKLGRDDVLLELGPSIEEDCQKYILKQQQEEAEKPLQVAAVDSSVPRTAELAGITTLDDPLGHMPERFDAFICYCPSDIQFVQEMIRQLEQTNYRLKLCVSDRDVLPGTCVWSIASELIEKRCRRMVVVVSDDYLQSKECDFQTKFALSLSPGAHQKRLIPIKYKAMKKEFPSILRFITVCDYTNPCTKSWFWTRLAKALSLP
# Target sequence (Q9NR96 whole entry, looked up): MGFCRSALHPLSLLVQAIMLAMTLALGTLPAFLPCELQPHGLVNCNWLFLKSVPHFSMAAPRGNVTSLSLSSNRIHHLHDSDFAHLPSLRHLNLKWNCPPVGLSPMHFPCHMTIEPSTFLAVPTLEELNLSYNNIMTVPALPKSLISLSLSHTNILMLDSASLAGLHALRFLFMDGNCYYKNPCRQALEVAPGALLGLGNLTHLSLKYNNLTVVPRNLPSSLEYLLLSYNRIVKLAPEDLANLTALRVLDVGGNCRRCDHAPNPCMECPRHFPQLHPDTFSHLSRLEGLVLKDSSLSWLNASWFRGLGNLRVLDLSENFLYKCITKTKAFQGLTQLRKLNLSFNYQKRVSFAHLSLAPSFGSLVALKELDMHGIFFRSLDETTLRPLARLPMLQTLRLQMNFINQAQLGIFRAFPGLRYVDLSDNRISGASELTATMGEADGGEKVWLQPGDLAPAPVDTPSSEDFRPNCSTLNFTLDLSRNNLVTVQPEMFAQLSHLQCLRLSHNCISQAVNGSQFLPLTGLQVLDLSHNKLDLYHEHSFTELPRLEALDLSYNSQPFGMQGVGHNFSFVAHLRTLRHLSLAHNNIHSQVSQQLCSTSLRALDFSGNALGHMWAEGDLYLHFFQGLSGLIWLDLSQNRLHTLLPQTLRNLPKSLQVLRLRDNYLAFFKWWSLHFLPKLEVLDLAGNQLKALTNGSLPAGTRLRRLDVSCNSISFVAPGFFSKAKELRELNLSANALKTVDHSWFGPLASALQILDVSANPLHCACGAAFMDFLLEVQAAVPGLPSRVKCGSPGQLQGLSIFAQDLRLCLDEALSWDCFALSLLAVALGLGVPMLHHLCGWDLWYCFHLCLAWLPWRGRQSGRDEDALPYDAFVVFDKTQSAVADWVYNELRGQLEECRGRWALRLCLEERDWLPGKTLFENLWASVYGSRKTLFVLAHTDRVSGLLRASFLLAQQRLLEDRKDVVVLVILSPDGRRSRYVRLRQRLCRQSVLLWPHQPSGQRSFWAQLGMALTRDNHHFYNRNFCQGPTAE
# MC4R ag barr: agonists of human melanocortin 4 receptor (MC4R) beta-arrestin; P32245; U2OS MC4R beta-arrestin complementation, luminescence; percent of melanotan II response, DMSO zero; activation, % at 8.9 µM; 360,000 compounds, 0.98% hits;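 active = activation above a per-plate cutoff, the mean activation of sample wells on that plate plus 3 SD, cut at about 8% in these data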
# ABHD5 PLIN5 PPI: inhibitors of human ABHD5-perilipin-5 interaction | Split G. princeps luciferase complementation, luminescence, 4 h | inhibition, % at 4 µM | 360,000 compounds, 0.78% hits | AID 602281;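 active = inhibition above the mean inhibition across every tested compound plus 3 SD, cut at about 22% in these data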;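 note: 0% = DMSO only wells and the 100% control is not disclosed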
# H9c2 protect: myocardial damage modulation in H9c2 cells; H9c2 cardiomyocytes, H2O2 injury protection, ATPLite, 2 h; protection from H2O2 cell death, % at 20 µM; 360,000 compounds, 0.63% hits;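 active = compounds giving at least 50% protection of heart cells from peroxide-induced death in the single-dose screen, raw or plate-pattern-corrected value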;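 note: 0% = DMSO wells with peroxide and 100% = DMSO wells without peroxide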
# ABCB6 inh MLPCN: blocks the human ABCB6 transporter | Q9NP58 | K562-ABCB6 porphyrin accumulation, flow cytometry, 1 h; active compounds read low | fluorescence ratio to DMSO, % at 10 µM | 360,000 compounds, 0.19% hits | AID 602162;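 active = fluorescence ratio to DMSO below 75%, the collection mean minus 3 SD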;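 note: signal is porphyrin accumulated inside mitochondria; 100% equals median channel fluorescence of DMSO control wells; lower ratio means ABCB6 inhibition with less porphyrin fluorescence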
# MC4R antag cAMP: antagonists of human melanocortin 4 receptor (MC4R); P32245; MC4R-expressing cells, MTII-stimulated cAMP, LANCE TR-FRET; inhibition, % at 6.5 µM; 360,000 compounds, 0.48% hits;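 active = inhibition above its plate's cutoff, the mean of tested wells on that plate plus 3 SD, cut at about 29% in these data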;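 note: 0% = Melanotan II alone and 100% = Melanotan II plus saturating MCL0020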
#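 material = U2OS cells stably expressing human melanocortin 4 receptor (MC4R) | also added = Melanotan II challenge | dosing = single nominal compound dose of 6.5 µM | detection = TR-FRET with Eu-cAMP and labeled anti-cAMP, 671 nm | replication = singlicate | timing = compound 30 min, challenge 1 h, detection 1 h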
# NCOA2 inhibitor: inhibits human steroid receptor coactivator 2; Q15596; HEK293 GAL4-SRC2 luciferase reporter, luminescence; inhibition, % at 9 µM; 370,000 compounds, 0.17% hits; AID 651957;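 active = inhibition above the mean inhibition of all tested compounds plus 3 SD, set per campaign, cut at about 52% in these data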;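 note: 0% = DMSO treated cells and 100% = cells given Gossypol at 36 µM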
# NOD2-RIPK2 inh: NOD2-RIPK2 protein interaction inhibition | inhibition, % at 4.98 µM | AID 624267 | 360,000 compounds, 0.38% hits | O43353 | CHO BLA complementation NOD2-RIPK2, CCF4 ratio; in the data active = inhibition above about 21%;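 note: 0% = vehicle only and 100% = reference blocker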
# Glyco luc inh: N-linked glycosylation inhibition; reporter increase, % at 12.5 µM; AID 588692; 360,000 compounds, 0.23% hits; D54 ERlucT glycosylation luciferase reporter, 24 h; percent of 100 nM tunicamycin response;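 active = mean luciferase reporter signal, scaled so untreated is 0 and the glycosylation-blocking control 100, at or above a set limit in every replicate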;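 note: luciferase carries N-glycosylation sites so blocking glycosylation raises the light; 0% = median of neutral control wells and 100% = median of 100 nM tunicamycin wells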
# An asterisk follows results filed as active; / = not tested or not shown. The list is partial (hit frequency here may not be typical).
SMILES,HTR2A ag,TLR9-MyD88 block,MC4R ag barr,ABHD5 PLIN5 PPI,H9c2 protect,ABCB6 inh MLPCN,MC4R antag cAMP,NCOA2 inhibitor,NOD2-RIPK2 inh,Glyco luc inh
CCOc1ccc(C(=O)Nc2nc(C)cc(C)n2)cc1[N+](=O)[O-],2,-3,0.0,-1,-1,97,0,-21,-8,1
CCC(=O)N(Cc1cc2cc(OC)ccc2[nH]c1=O)c1ccccc1OC,2,-6,-1.0,4,0,94,9,-17,-6,0
O=C(Cc1ccc(F)cc1)Nc1nc(-c2ccc(F)c(F)c2)cs1,-1,6,4.0,-3,1,98,7,-18,12,-4
O=C(COC(=O)/C=C/c1ccc(Cl)cc1)NC1CC1,2,-9,-1.9,-14,-5,96,2,9,6,3
CCc1ccc(-n2c(SCC(=O)c3ccc4c(c3)NC(=O)CO4)nc3ccccc3c2=O)cc1,-3,-5,-0.9,-2,10,102,17,1,-9,14
O=C(O)/C=C\C(=O)Nc1ccc(F)c(F)c1F,0,-3,0.0,4,5,104,16,-2,-2,-1
COc1ccc(Cc2nnc(SC)n2-c2ccc(F)cc2)cc1OC,6,/,/,-4,-3,100,/,/,5,0
CCOC(=O)c1c(C)[nH]c(C(=O)COC(=O)CNC(=O)c2ccc(Cl)cc2)c1C,-1,1,-0.5,-5,-4,99,3,-67,-1,1
COc1cccc(N2[C@@H](CC(C)=O)c3ccccc3S2(=O)=O)c1,-8,0,-1.9,-1,7,99,7,4,2,1
O=C(O)CC(NC(=O)OCc1ccccc1)c1ccc(Br)cc1 (configuration not stated),0,5,0.4,5,5,93,5,16,-1,-1
COc1cccc(C(=O)N2CCN(C(=O)c3cccc(F)c3)CC2)c1,1,11,-1.6,-3,0,86,7,10,-4,-1
Cc1ccc2c(COC(=O)CNC(=O)c3ccco3)cc(=O)oc2c1C,6,-3,-1.5,9,-2,99,-2,28,12,4
CCCCNC(=O)C1(C)CCN1C(=O)c1cc(OC)ccc1Br (configuration not stated),-4,/,2.2,-4,-4,101,9,-8,2,1
O=C(Nc1ccc(F)cc1F)NC1CCN(Cc2c(F)cccc2Cl)CC1,-3,-9,-2.2,3,-8,97,6,-15,4,-4
O=C1C2C3CC(C(Br)C3Br)C2C(=O)N1c1nccs1 (configuration not stated),1,/,0.4,-1,4,99,6,-4,-1,2
CC(C)CCNC(=O)c1cc(S(=O)(=O)N2CCCCC2)ccc1N1CCOCC1,3,-2,-0.4,3,-5,98,8,-10,2,1
Cc1ccccc1OCC(O)CN1CCCCC1 (configuration not stated),-8,2,-3.7,3,3,98,3,4,-1,0
Cc1ccc2c(c1)C1CN(C)CCC1N2C(=O)c1ccc(Cl)c(S(=O)(=O)N2CCOCC2)c1 (configuration not stated),1,-10,-1.9,5,2,96,-2,12,-1,-1
Cc1onc(-c2ccccc2)c1C(=O)OCC(=O)c1ccccc1,-8,-8,-1.9,-2,-7,97,4,-4,3,-1
O=C(NC1CCN(C(=S)Nc2ccc(Cl)cc2)CC1)c1ccco1,-3,6,0.8,5,2,92,4,-17,2,0
Cc1cc(C)c2c(Cn3ccnc3)cc(=O)oc2c1,0,7,-1.8,-2,-3,100,-1,-19,2,10
Nc1nc(SCc2ccc(Cl)c(Cl)c2)n[nH]1,-3,-8,1.0,-12,-7,95,21,-13,-3,2
CCOc1ccc(/C=N/Nc2ccccc2)cc1,1,-5,3.5,-9,-3,97,10,-41,3,3
CC(C)C1=NN(C(=O)c2ccccc2)C(O)(C(C)(C)C)C1 (configuration not stated),-1,-11,-2.1,5,0,84,-4,-27,-6,-4
COc1ccc(-n2c(=O)[nH]c3cc(C(=O)NCCc4ccc(Cl)cc4)ccc3c2=O)cc1OC,-2,2,-1.3,2,-11,100,14,-29,-8,0

# (cont.)
SMILES,HTR2A ag,TLR9-MyD88 block,MC4R ag barr,ABHD5 PLIN5 PPI,H9c2 protect,ABCB6 inh MLPCN,MC4R antag cAMP,NCOA2 inhibitor,NOD2-RIPK2 inh,Glyco luc inh
N=c1n(CCOc2ccccc2)c2ccccc2n1CCN1CCOCC1,-1,5,-1.0,4,11,96,8,-7,3,2
CC(=O)NCC1COc2ccccc2O1 (configuration not stated),12,-10,-2.3,-1,10,98,0,-28,-10,1
O=[N+]([O-])c1ccc(N2CCCCCC2)c([N+](=O)[O-])c1,5,6,0.5,0,1,93,-3,7,-7,0
O=C(C=CC=Cc1ccccc1)c1ccc([N+](=O)[O-])cc1,-1,0,0.5,9,-6,95,-5,-3,-3,-1
CCCN1CCN(S(=O)(=O)c2ccc(-c3cc(C)no3)s2)CC1,-1,-2,-3.9,-8,-9,98,6,-8,4,0
CCOC(=O)c1sc2nc(C)nc(SCC(=O)N(C)C3CCS(=O)(=O)C3)c2c1C (configuration not stated),9,0,0.0,9,-5,90,2,0,-6,2
O=C(Nc1ccc(Cl)cc1F)C1CCN(S(=O)(=O)c2cccc3nonc23)CC1,-1,2,6.8,-3,-5,95,-5,-18,-17,3
Cc1cc2nc(-c3ccccc3Br)n(/C=C(\c3ccccc3)n3c(=O)[nH]c4ccccc43)c2cc1C,-5,/,/,-3,0,97,/,-7,-3,0
CCCc1c(C(=O)NNc2cc(C(F)(F)F)ccc2Cl)cnn1-c1ccccc1,-1,-5,27*,-8,-5,91,3,-37,5,-1
Cc1cc2cc(CN(CC3CCCO3)C(=O)c3cnccn3)c(=O)[nH]c2cc1C (configuration not stated),0,3,-0.1,4,-2,104,-4,-30,2,-1
O=C(N/N=C/c1ccccc1)c1ccc(N2CCCC2=O)cc1,1,0,1.6,-6,-2,99,6,2,-13,1
CCC(=O)c1cc2c(cc1NC(=O)C(C)C)OCCO2,-1,-7,-0.3,4,10,95,3,-27,-6,1
Cc1cc(Cl)c(Cl)cc1S(=O)(=O)NCCCn1ccnc1,1,-3,0.3,10,0,102,0,-4,-3,0
O=S(=O)(c1cccc2cccnc12)N1CCN(c2ccc(F)cc2)CC1,-5,-6,-1.8,-1,3,96,9,-29,-10,-1
O=C(CSc1nnc(CNC(=O)c2ccco2)o1)Nc1nc2ccccc2s1,-2,2,-1.7,-3,-6,93,1,8,-2,1
O=C(Oc1ccccc1)N1CCCCC1,0,-7,1.0,-4,-1,104,8,-19,6,0
O=C(NCc1cccs1)C1(S(=O)(=O)c2ccccc2)CC=CC1,8,5,0.1,-1,-1,99,2,10,10,1
CC1Cc2cc(S(=O)(=O)N3CCCCC3)ccc2N1C(=O)C1CCC1 (configuration not stated),-6,1,-3.0,-8,-4,100,10,-2,2,-1
N#Cc1c(-c2ccccc2)nc(N2CCCCCC2)[nH]c1=O,-1,7,-1.4,2,3,95,1,-1,-8,1
COc1ccc(C(=O)NCCCNC(=O)c2ccco2)cc1OC,-3,1,-0.8,9,3,102,3,-17,0,1
COc1cc(NC(=O)CSc2nc3[nH]ncc3c(=O)n2-c2ccccc2C)cc(OC)c1OC,-1,6,-1.0,-4,11,91,-47,-9,4,5
CCCCOC(=O)Nc1cc(OC)c(Cl)cc1OC,0,6,5.8,-3,0,100,2,-11,3,-2
Cc1ccc(Cn2c(=N)c(S(=O)(=O)c3ccc(C)cc3)cc3c(=O)n4ccccc4nc32)cc1,4,0,-0.2,4,1,94,-1,-11,4,1
O=C(NCCNCc1ccc(F)cc1)c1ccco1,-7,-10,-2.1,-7,2,96,2,-29,-1,-1
COc1ccc(N2C(=O)c3ccccc3NC(=O)C2C(=O)NCc2ccco2)cc1 (configuration not stated),4,/,/,6,/,/,/,9,-1,/

# (more compounds)
SMILES,HTR2A ag,TLR9-MyD88 block,MC4R ag barr,ABHD5 PLIN5 PPI,H9c2 protect,ABCB6 inh MLPCN,MC4R antag cAMP,NCOA2 inhibitor,NOD2-RIPK2 inh,Glyco luc inh
O=C(CNC(=O)c1ccc(Br)cc1)OC1CCOC1=O (configuration not stated),-1,6,-2.0,2,14,98,14,-2,-8,2
Cc1cccc(NC(=O)Nc2ccccc2[N+](=O)[O-])n1,5,13,-0.8,-2,-4,98,-6,-49,4,0
C=CCSC1=C(C#N)C(c2ccc(C(C)C)cc2)CC(=O)N1 (configuration not stated),4,13,2.0,-19,0,100,5,-5,3,-1
O=C(NC1(C(=O)NC2CCCC2)CCCCC1)c1ccc2c(c1)OCO2,9,7,0.7,-4,-14,69*,5,-2,-10,-1
O=C(/C=C/c1ccc(Br)o1)Nc1nccs1,6,-4,0.7,8,-5,94,13,-54,-15,1
CCSc1ncc(C)cc1[N+](=O)[O-],7,-7,4.7,2,9,96,-9,-15,-5,2
O=c1c2ccccc2c(=O)n(Cc2ccccc2)n1Cc1ccccc1,-6,-10,-1.2,-6,-1,102,6,-5,-3,-4
COc1cc(OC)c(C2C=CC(=O)CC2)c(OC)c1 (configuration not stated),-1,/,/,8,/,98,/,-2,-2,/
CCN(CC)c1ccc(S(=O)(=O)N2CCOCC2)cc1NC(=O)CSc1nncs1,-8,-2,-0.8,1,-2,85,1,/,-5,3
Cc1noc(C)c1COc1ccc(C(=O)N2CCN(S(=O)(=O)c3ccccc3)CC2)cc1,6,-2,0.3,7,-3,93,7,-14,-15,-2
CCN(CC(=O)N(CC(C)C)c1c(N)n(CC(C)C)c(=O)[nH]c1=O)Cc1nc2ccccc2c(=O)[nH]1,3,-6,-0.7,-3,8,95,5,-8,1,0
CCN(CC)CCCN(Cc1cc2cc3c(cc2[nH]c1=O)OCCO3)C(=O)Nc1ccc(F)cc1,-7,6,-3.1,4,7,102,0,-17,13,13
O=P(c1ccc2c(c1)OCCO2)(N1CCOCC1)N1CCOCC1,3,-7,-0.3,5,8,95,10,1,-1,2
Cc1ccc(CSc2nnc(SCC(=O)N/N=C/c3c[nH]c4ccccc34)s2)cc1,3,6,12*,-9,-19,99,-8,-8,-11,-4
O=C(Cn1cc(S(=O)(=O)N2CCN(c3ccccc3F)CC2)c2ccccc2c1=O)NCCCN1CCCCCC1,-4,8,-2.0,9,3,86,-2,2,2,-4
Cc1nn(C)cc1CN1CCCC(C(=O)c2ccc(-c3ccccc3)c(F)c2)C1 (configuration not stated),-7,2,0.8,9,-15,115,4,15,12,-3
CC1(N2CCCCC2)CC2(O)C(=[N+]1[O-])CCC/C2=N\O (configuration not stated),5,6,-2.3,2,6,90,-2,-6,1,3
CCCCNC(=O)C1C(c2ccccc2)=Nc2ccccc2N1C(=O)c1ccc(C)cc1 (configuration not stated),-6,/,/,-1,/,/,/,-15,-8,/
CS(=O)(=O)N(CC(=O)NCc1ccccn1)c1ccc2c(c1)OCCO2,2,-11,-2.2,-2,2,102,5,-2,-9,1
COC(=O)C1=NN(c2ccccc2)C2C(=O)N(c3ccccc3OC)C(=O)C12 (configuration not stated),4,-1,-1.2,1,-3,98,11,-6,11,1
CCC(CC)NCCOC(=O)c1ccc([N+](=O)[O-])cc1,1,2,-0.9,-1,2,99,-5,-6,1,2
CN(C)CCCNC(=S)N1CCC(c2nc3ccccc3[nH]2)CC1,-5,6,-0.7,-2,2,94,-1,-17,-8,0

# Screens from PubChem.
